# yeast rad50 = NCI yeast anticancer drug screen, S. cerevisiae rad50 strain; % growth inhibition at 50 µM; 10% of 79,000 active; AID 155;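 note: 0% = growth of vehicle-only cultures of the same strain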
#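 Cells are treated with compound, grown, and their growth is then scored against vehicle-only cultures of the same repair-deficient yeast strain.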
# yeast mec2-1 = NCI yeast anticancer drug screen, S. cerevisiae mec2-1 strain; % growth inhibition at 50 µM; 9% of 79,000 active; AID 157;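 note: 0% = growth of vehicle-only cultures of the same strain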
#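 Vehicle-treated cultures served as reference for growth inhibition of compound-exposed mec2-1 yeast.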
# yeast cln2 rad14 = NCI yeast anticancer drug screen, S. cerevisiae cln2 rad14 strain. % growth inhibition at 50 µM. 8.3% of 78,000 active;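 note: 0% = growth of vehicle-only cultures of the same strain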
#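 The screen exposed genetically defined yeast (cln2 rad14) to test compounds and scored growth inhibition relative to vehicle-treated controls.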
# yeast mlh1 rad18 = NCI yeast anticancer drug screen, S. cerevisiae mlh1 rad18 strain | 11% of 79,000 active | growth inhibition, % at 50 µM | AID 175;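 note: 0% = growth of vehicle-only cultures of the same strain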
#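 Cells of a genetically altered yeast strain, deficient in DNA damage repair, were treated with compound. Their growth was then compared with that of vehicle-treated cultures to give inhibition.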
# yeast bub3 = NCI yeast anticancer drug screen, S. cerevisiae bub3 mutant strain | 9.9% of 78,000 active | AID 167 | growth inhibition, % at 50 µM;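 note: 0% = growth of vehicle-only cultures of the same strain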
#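 Growth of a checkpoint-deficient yeast mutant is measured after compound exposure. Values represent inhibition relative to vehicle.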
# yeast sgs1 mgt1 = NCI yeast anticancer drug screen, S. cerevisiae sgs1 mgt1 strain | growth inhibition, % at 50 µM | 10% of 78,000 active | AID 161;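 note: 0% = growth of vehicle-only cultures of the same strain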
#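 Genetically altered yeast, compound exposure, growth inhibition relative to vehicle.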
# Numbers without * were called inactive; & = joins results of further samples. Cut-off read from the data, not from the text of the source: active = growth inhibition above about 70%; inactive = the rest.
# Each structure is followed by: yeast rad50 | yeast mec2-1 | yeast cln2 rad14 | yeast mlh1 rad18 | yeast bub3 | yeast sgs1 mgt1
N#Cc1c(-c2ccccc2)[nH]c2ccc(Cl)cc2c1=O
  7 | -30 | -8 | -28 | -10 | -22
COC(=O)c1nc2c(n1NC(C)=O)CCCC2
  -6 | -23 | -3 | 0 | -28 | -13
CCCCC(NC(=O)CCl)C(=O)O (stereo not given)
  16 | -3 | -20 | -1 | 12 | 3
ON=C1CCC(c2ccccc2)CC1 (stereo not given)
  -21 | -24 | -24 | -10 | 3 | 14
O=C(NC(=O)c1ccc(F)c(Cl)c1)NC1CC1
  6 | -1 | 14 | 5 | 9 | 12
COC1(OC)c2no[n+]([O-])c2C(OC)(OC)c2c1no[n+]2[O-]
  -12 | -5 | 19 | -4 | 21 | -6
O=c1cc(-c2ccccc2)[nH]c2[nH]n(-c3ccccc3)c(=O)c12
  9 | 14 | -10 | 16 | -10 | 25
Nc1ccc(Br)cc1C(=O)O
  4 | -1 | -3 | -3 | 24 | -17
CCOC(=O)N1CC(C)N(C(=O)OCC)CC1C (stereo not given)
  -4 | -7 | -16 | 8 | 34 | 7
CCCCCCCC(=O)/C=C/c1ccc(C)cc1
  57 | 44 | 30 | 45 | 66 | 68
OCC(O)C(O)C(O)C(O)c1nn[nH]n1 (stereo not given)
  5 | 1 | -31 | 10 | 3 | -6
CN(C)N=Nc1ccc(C(=O)N/N=C/c2ccc([N+](=O)[O-])cc2)cc1
  -1 | 40 | -6 | 18 | 24 | 5
NC(=O)C1C(=O)NC(=O)C1=O (stereo not given)
  -22 | -18 | -8 | -22 | -10 | -9
O=C(O)c1cc(O)c(O)cc1O
  -9 | 0 | -24 | 2 | -2 | 4
CC1CCc2c(sc3ncnc(N/N=C/c4ccc(Cl)c(Cl)c4)c23)C1 (stereo not given)
  22 | -14 | 8 | -10 | 24 | 20
C=CC(c1ccccc1)[C@@]1(OC(C)=O)C(=O)C(=O)OC1C1COC(C)(C)O1 (stereo not given in full)
  86* | 78* | 87* | 90* | 85* | 88*
CN(C(=O)C1=C(C(=O)N(C)c2ccccc2)CCCC1)c1ccccc1
  14 | 8 | 3 | -9 | 18 | 2
O=c1[nH]cc(COCC(O)CO)c(=O)[nH]1 (stereo not given)
  -27 | -11 | 4 | -24 | -30 | -44
O=c1c2ccccc2c(=O)c2c1ccc1[nH]c3ccccc3sc12
  -7 | -2 | -20 | -7 | 6 | 8
CCCc1cc(=O)oc2c3c(c4c(c12)OC(C)(C)CC4)O[C@H](C)C(C)[C@@H]3O (stereo not given in full)
  10 | 7 | -11 | -11 | 3 | 22
COCCCNC(=O)c1nnn2c1nc(N)c1cc(Cl)ccc12
  -3 | 3 | 3 | 11 | 24 | 26
COc1cc2c(c3c1CCCC3)CCC(C)(C(=O)O)C2CC(=O)O (stereo not given)
  -28 | 0 | 15 | -6 | 23 | -20
C=C(NC(=O)C(NC(=O)C(Cc1c[nH]cn1)NC(=O)C(NC(=O)C(CO)NC(=O)C1CSC(C)C2NC(=O)C(C)NC(=O)C(NC(=O)C(CCCCN)NC(=O)C(CCSC)NC(=O)C(CC(N)=O)NC(=O)C3CSC(C)C(NC(=O)C(CCCCN)NC(=O)C4CSC(C)C(NC(=O)C5CSCC(NC(=O)/C(=C\C)NC(=O)C(N)C(C)CC)C(=O)NC(C(C)CC)C(=O)NC(=C)C(=O)NC(CC(C)C)C(=O)N5)C(=O)N5CCCC5C(=O)NCC(=O)N4)C(=O)NCC(=O)NC(C)C(=O)NC(CC(C)C)C(=O)NC(CCSC)C(=O)NCC(=O)N3)C(C)SCC(NC2=O)C(=O)NC(Cc2c[nH]cn2)C(=O)N1)C(C)CC)C(C)C)C(=O)NC(CCCCN)C(=O)O (stereo not given)
  19 | 1 | -3 | -15 | -1 | 19
COc1ccc(C2OC(N)=C(O)C2=O)cc1OC (stereo not given)
  -4 | -23 | 11 | -32 | -30 | -14
CC(=O)NNC(=O)C(N)Cc1ccc(O)cc1 (stereo not given)
  14 | 23 | 12 | 15 | 3 | 41
Cc1onc(-c2ccccc2)c1C(=O)OCCOc1ccc(C(F)(F)F)cc1[N+](=O)[O-]
  -8 | -8 | 27 | -6 | -7 | -13
CCOc1ccc2nc(C)ccc2c1
  3 | -15 | 10 | 18 | 5 | 22
CCOC(=O)N/N=C/c1ccc2c(c1)c1ccccc1n2CC
  -9 | -13 | -30 | -17 | -11 | -17
CS(=O)(=O)OCC1CCCCCCCCCCC12SCCCS2 (stereo not given)
  -31 | -23 | 20 | -46 | -24 | -3
CN(Cc1cccc(Cl)c1)C(=O)Nc1ccccc1Cl
  -1 | 49 | -21 | 53 | 35 | 47
C#CCOCn1cc(C)c(=O)[nH]c1=O
  0 | 0 | 10 | 12 | 0 | 16
O=C(O)c1ccc(C2=Cc3cc(Cl)ccc3OC2)cc1
  20 | -5 | 26 | -11 | -15 | -19
CCCCCCCCCCCCCCNCCC(=O)O
  99* | 99* | 99* | 99* | 99* | 99*
COc1ccccc1N=Nc1c(O)n(-c2ccccc2C)c(=S)n(-c2ccccc2OC)c1=O
  38 | -10 | -13 | 3 | -4 | 19
OB(O)c1ccccc1C#Cc1ccccc1
  96* | 65 | 56 | 76* | 77* | 77*
CCCCOC(=O)NC
  45 | -7 | -16 | 22 | 8 | 13
O=C(OCC1OCOC2C(COC(=O)c3ccccc3)OCOC12)c1ccccc1 (stereo not given)
  9 | 4 | 5 | 16 | 14 | 8
Nc1ccc(C(C(=O)O)c2ccccc2)cc1Cl (stereo not given)
  23 | -9 | -2 | 6 | 12 | 21
Nc1cccc(Nc2nc3ccccc3nc2NS(=O)(=O)c2ccccc2)c1
  18 | 23 | -11 | -9 | -2 | 15
CC1(C)CC(=O)C(=CN2C(=O)CNC2=S)C(=O)C1
  -23 | -22 | -5 | -35 | 3 | -30
O=C(O)C1CSC2(CCCN(Cc3ccccc3)C2)N1 (stereo not given)
  -18 | -29 | -4 | 5 | -17 | -6
O=C(CCN1C(=O)c2ccccc2C1=O)Nc1c(I)cc(I)c(C(=O)O)c1I
  -5 | -12 | -20 | 7 | 9 | -21
Nc1c(Cl)ncnc1NCc1ccco1
  5 | -4 | -14 | -8 | -1 | -14
COC1OC2COC(c3ccccc3)OC2C(OC(C)=O)C1OS(=O)(=O)c1ccc(C)cc1 (stereo not given)
  -3 | 14 | 3 | 29 | -5 | -5
Cc1nc(CON)cs1
  4 | 4 | -47 | -13 | -4 | -1
COc1cccc(/C=N/O)c1OC
  7 | 4 | 9 | 2 | -2 | 3
C(=C\[P+](c1ccccc1)(c1ccccc1)c1ccccc1)/c1ccccc1
  99* | 100* | 98* | 99* | 99* | 99*
O=C(Nc1ccc(Cl)cc1)Nc1nnc2nc(CC(=O)c3ccc4ccccc4c3)c(=O)[nH]n12
  13 | 9 | -16 | 1 | 22 | 2
c1ccc(-c2cc3nc4ccccc4nc3o2)cc1
  -7 | -11 | 2 | -4 | 2 | -13
CCCCCCCCN1C(=O)c2cccc([N+](=O)[O-])c2C1=O
  -15 | -20 | -18 | -8 | 1 | -7
O=C(/C=C/c1ccccc1)CCc1c(O)c2ccccc2oc1=O
  9 | -5 | 31 | 29 | 2 | 0
CC(=O)OCC(OC(C)=O)C(C(OC(C)=O)C(OC(C)=O)OC(C)=O)N(C)C(C)=O (stereo not given)
  -30 | -13 | -69 | -13 | 6 | -3
O=S(=O)(O)c1ccc2[nH]c3ccccc3c2c1
  -11 | 9 | 1 | -17 | -1 | -2
N#CC1CCCC/C1=N/NC(N)=O (stereo not given)
  -12 | -7 | -6 | -6 | -7 | -14
OCCN(CCO)C(=S)S
  2 | -6 | -2 | -1 | 5 | 1
O=[N+]([O-])c1cc([N+](=O)[O-])c2ccc(Cl)nc2c1O
  5 | -7 | -2 | 4 | 8 | -1
CCOc1ccccc1N1C(=O)C=CC1=O
  92* | 94* | 91* | 92* | 92* | 94*
CCCC(=O)CC(=O)Nc1ccccc1
  3 | -6 | -24 | 11 | -18 | -15
O=NN(Cc1ccc(Cl)cc1)C(C(=O)O)c1ccccc1 (stereo not given)
  9 | -15 | 23 | 37 | -22 | 4
CC(CCNC(=S)S)CC(C)(C)C.[Zn+2] (stereo not given)
  10 | 15 | -36 | -1 | -5 | -8

# (continued)
# Each structure is followed by: yeast rad50 | yeast mec2-1 | yeast cln2 rad14 | yeast mlh1 rad18 | yeast bub3 | yeast sgs1 mgt1
CCCCCCN(CCCCCC)CC(O)c1cc(-c2ccccc2)nc2c(O)cccc12 (stereo not given)
  24 | 23 | 8 | 34 | 40 | 94*
COc1nc(NC2OC(CO)C(O)C(O)C2O)c(Cl)c(=O)n1C (stereo not given)
  18 | 74* | 69 | 89* | 71* | 87*
CC(CN(C)C)C(=O)c1ccccc1C(=O)O (stereo not given)
  -45 | -25 | -35 | -17 | -2 | -36
CN(C)CSCCO
  -3 | -2 | -15 | 0 | -5 | -6
CCOC(=O)C1NC(=O)C(C(=O)OCC)C1C(C)C (stereo not given)
  9 | 21 | -8 | -9 | -4 | 0
[O-]c1c2cc(-[n+]3c(-c4ccccc4)cc(-c4ccccc4)cc3-c3ccccc3)cc1CO[C@@H](c1ccccc1)[C@H](c1ccccc1)OCCOCCO[C@@H](c1ccccc1)[C@H](c1ccccc1)OC2
  87* | 91* | 89* | 30 | 89* | 88*
COc1ccc(OC)c2c1C=C[C@H](C1(C)SCCS1)C2C(C)=O (stereo not given in full)
  74* | 82* | 72* | 77* | 76* | 81*
CCOC(=O)c1cccnc1C(OC(C)=O)OC(C)=O
  13 | -17 | -4 | -10 | -10 | 0
COc1ccc(/C=C2\CCOC2=O)cc1OC
  33 | -13 | 3 | 24 | 0 | 40
COc1cc(CC2c3cc(OC)c(OC)cc3CC[N+]2(C)C)c(Oc2cc(CC3c4cc(OC)c(OC)cc4CC[N+]3(C)C)ccc2OC)cc1OC (stereo not given)
  8 | 10 | -4 | 29 | -6 | -1
CCc1nnc(N)o1
  -15 | 2 | -2 | -14 | -14 | 1
CCOC(=O)N1c2ccccc2SC1C#N (stereo not given)
  63 | 40 | 2 | 27 | 25 | 37
NC(CCCc1ccccc1)C(=O)O (stereo not given)
  3&7 | 1&-7 | -22&-77 | -10&-27 | -1&21 | 1&-5
O=C(Oc1ccc(Cl)cc1Cl)C(Cl)=C(Cl)Cl
  54 | 18 | 2 | 40 | 9 | 54
O=C(C[N+]1(CCc2ccccc2)CCOCC1)c1ccc2ccccc2c1
  -2 | -8 | -8 | 32 | 24 | -11
O=[N+]([O-])c1ccc2[nH]c(-c3ccccc3)cc2c1
  5 | 11 | 7 | 19 | -2 | -4

# Another view of some results above:
molecule: CCc1nnc(N)o1
  yeast rad50 = -15
  yeast mec2-1 = 2
  yeast cln2 rad14 = -2
  yeast mlh1 rad18 = -14
  yeast bub3 = -14
  yeast sgs1 mgt1 = 1

molecule: CCOC(=O)N1c2ccccc2SC1C#N (stereo not given)
  yeast rad50 = 63
  yeast mec2-1 = 40
  yeast cln2 rad14 = 2
  yeast mlh1 rad18 = 27
  yeast bub3 = 25
  yeast sgs1 mgt1 = 37

# A draw from above in order of molar mass, smallest number first:
# Each structure is followed by: yeast rad50 | yeast mec2-1 | yeast cln2 rad14 | yeast mlh1 rad18 | yeast bub3 | yeast sgs1 mgt1
CCc1nnc(N)o1
  -15 | 2 | -2 | -14 | -14 | 1
CN(C)CSCCO
  -3 | -2 | -15 | 0 | -5 | -6
NC(CCCc1ccccc1)C(=O)O (stereo not given)
  3&7 | 1&-7 | -22&-77 | -10&-27 | -1&21 | 1&-5
CCOC(=O)N1c2ccccc2SC1C#N (stereo not given)
  63 | 40 | 2 | 27 | 25 | 37
CC(CN(C)C)C(=O)c1ccccc1C(=O)O (stereo not given)
  -45 | -25 | -35 | -17 | -2 | -36
CCOC(=O)C1NC(=O)C(C(=O)OCC)C1C(C)C (stereo not given)
  9 | 21 | -8 | -9 | -4 | 0
CCOC(=O)c1cccnc1C(OC(C)=O)OC(C)=O
  13 | -17 | -4 | -10 | -10 | 0
CC(CCNC(=S)S)CC(C)(C)C.[Zn+2] (stereo not given)
  10 | 15 | -36 | -1 | -5 | -8
O=C(Oc1ccc(Cl)cc1Cl)C(Cl)=C(Cl)Cl
  54 | 18 | 2 | 40 | 9 | 54
COc1ccc(OC)c2c1C=C[C@H](C1(C)SCCS1)C2C(C)=O (stereo not given in full)
  74* | 82* | 72* | 77* | 76* | 81*
COc1nc(NC2OC(CO)C(O)C(O)C2O)c(Cl)c(=O)n1C (stereo not given)
  18 | 74* | 69 | 89* | 71* | 87*
O=C(C[N+]1(CCc2ccccc2)CCOCC1)c1ccc2ccccc2c1
  -2 | -8 | -8 | 32 | 24 | -11
COc1cc(CC2c3cc(OC)c(OC)cc3CC[N+]2(C)C)c(Oc2cc(CC3c4cc(OC)c(OC)cc4CC[N+]3(C)C)ccc2OC)cc1OC (stereo not given)
  8 | 10 | -4 | 29 | -6 | -1
[O-]c1c2cc(-[n+]3c(-c4ccccc4)cc(-c4ccccc4)cc3-c3ccccc3)cc1CO[C@@H](c1ccccc1)[C@H](c1ccccc1)OCCOCCO[C@@H](c1ccccc1)[C@H](c1ccccc1)OC2
  87* | 91* | 89* | 30 | 89* | 88*

# Compound activity as filed in PubChem.
